Source: PubChem
Mito fusion act: inhibitors of mitochondrial division or activators of mitochondrial fusion | hit rate 0.23% among 320,000 | Potency, µM (doses to about 46.1 µM), inactives show top-dose growth rescue (activation), hits mostly activators | S. cerevisiae fusion-defective mutant growth rescue, CellTiterGlo 48 h;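 also: potency is read from the fitted curve at half-maximal effect; % of control where 0% means no effect; nearly all actives have a fitted effect of over 45% in size; temperature-sensitive fusion mutants such as fzo1-1 at 37 °C on non-fermentable ethanol glycerol medium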
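Temperature-sensitive fusion-defective S. cerevisiae (e.g. fzo1-1, mgm1-5) were grown with compound in YPEG medium (3% ethanol, 3% glycerol) for 48 hours at 37C. Growth rescue was measured as viability by CellTiterGlo luminescence after 10 minutes at ambient.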
Tb PFK block: inhibitors of T. brucei phosphofructokinase; T. brucei PFK, ADP-Glo luminescence; hit rate 0.17% among 330,000; AID 485367; Potency, µM (series often up to 57.5 µM), inactives show at the top dose activity, negative = inhibition, usual class: inhibitors;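 also: potency is read from the fitted curve at half-maximal effect; 0% = uninhibited 1x PFK enzyme wells and -100% = no-enzyme wells; nearly all actives have a fitted effect of over 60% in size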
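PFK 1.25 nM, F6P 0.5 mM, ATP 0.1 mM, 0.1 M TEA pH 8.0, 5 mM MgCl2, 0.01% Tween20, 0.1% BSA; 45 min RT. ADP-Glo readout. qHTS titration up to 57 uM; curves fitted, compounds curve-classed.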
PTAP TSG101 blk: blocks PTAP/TSG101 interaction to inhibit HIV-1 budding | Potency, µM (top dose mostly 115 µM), without a hit: at the top dose activity change, negative = inhibition, hits mostly inhibitors | 340,000 tested, under 10 active | Fluorescence polarization, FITC-PTAP peptide / Tsg101 binding; active = well fitted inhibition curve with a large enough effect in the main read-out, with a control signal flat, not every such curve was filed as active; inconclusive = small, poorly fitted or top-dose-only effect, or effect the other way, or a change in a side signal; inactive = no such curve, though single readings can be large or run the other way; also: potency is read from the fitted curve at half-maximal effect; % of control where 0% means no effect
Target sequence (Q99816 whole entry, looked up): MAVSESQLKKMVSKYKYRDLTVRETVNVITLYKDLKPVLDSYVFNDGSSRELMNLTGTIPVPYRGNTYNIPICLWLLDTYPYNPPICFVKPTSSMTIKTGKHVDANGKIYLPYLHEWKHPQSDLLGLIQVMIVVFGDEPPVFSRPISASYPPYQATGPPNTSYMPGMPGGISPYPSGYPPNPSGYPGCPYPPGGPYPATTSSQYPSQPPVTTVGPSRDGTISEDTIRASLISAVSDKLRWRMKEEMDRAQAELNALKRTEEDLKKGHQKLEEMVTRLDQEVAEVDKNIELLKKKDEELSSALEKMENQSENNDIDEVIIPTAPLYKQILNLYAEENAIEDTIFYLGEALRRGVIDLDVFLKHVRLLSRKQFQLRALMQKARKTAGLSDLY
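FP read-out: FITC-PTAP peptide, 50 nM final, binding Tsg101 binding domain, 10 uM final; 20 min, r.t.; 10 mM HEPES pH 7.5, 0.15 M NaCl, 0.01% Tween 20, 3 mM EDTA, 0.1 mM TCEP.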
a7 integrin act: integrin-mediated muscular dystrophy alleviation activation | Potency, µM (highest dose often 38.3 µM), for inactives: top-dose activation, hits mostly activators | hit rate 0.064% among 350,000 | AID 624291 | alpha7betagal myoblasts, beta-gal FDG fluorescence, 48 h;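 also: potency is read from the fitted curve at half-maximal effect; 100% = response of the positive control SU9516; nearly all actives have a fitted effect of over 60% in size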
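alpha7betagal+/- myoblasts (passage 13, 250/well) treated 48 h at 37C with compounds at 1:260 dilution of DMSO stock. Lysed, then beta-galactosidase activity read as FDG fluorescence (ex 480/em 540) after 30 min, with pre-read for autofluorescence.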
BCR signal inh: chronic active BCR signaling inhibition. ABC-DLBCL IkBa-CBG/CBR reporter, luminescence ratio, 4 h. Potency, µM (highest dose often 46.1 µM), without a hit: at the highest dose ratio change, negative = lower green/red ratio, hits mostly inhibitors. hit rate 0.05% among 340,000; active = well fitted inhibition curve with a large enough effect in the signal ratio, with a control signal flat, not every such curve was filed as active; inconclusive = small, poorly fitted or top-dose-only effect, or effect the other way, or a change in a side signal; the % refers to the signal ratio;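 also: potency is read from the fitted curve at half-maximal effect; plate controls were basal doxycycline-induced cells for no effect and cells given 10 µM MG132 for full effect; MG132 reads +100%, hits lower the ratio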
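Cell line TMD8 (human ABC DLBCL), stably expressing tet-inducible CBG68-IkBa fusion and CBR; IMDM/0.5% FBS; cpd up to 46 uM; dox induction, 4 h, 37C/5% CO2; dual luminescence; green/red ratio; MG132 control.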
TCR activator: activators of T cell receptors | primary human leukocytes, anti-CD3, IL-2 HTRF, 48 h | Potency, µM (titrated, usually from 9.22 µM), without a hit: top-dose activation of IL-2 secretion, usual class: activators | 330,000 tested, under 10 active | AID 504894; also: % of control where 0% means no effect
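IL-2 release read by HTRF sandwich (Eu cryptate donor, d2 acceptor, 665 nm emission) after 48 hr exposure of primary human leukocytes to compound together with anti-CD3 beads in the absence of co-stimulatory signals.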
S-ASM inh: human S-ASM enzyme inhibition. placental ASM, HMU-PC fluorogenic substrate, 60 min. P17405. hit rate 0.006% among 340,000. Potency, µM (top dose mostly 57.5 µM), for the others: at the top dose activity change, negative = inhibition, most hits filed as inhibitors; also: potency is read from the fitted curve at half-maximal effect
Target sequence (P17405 47-631 limits assumed): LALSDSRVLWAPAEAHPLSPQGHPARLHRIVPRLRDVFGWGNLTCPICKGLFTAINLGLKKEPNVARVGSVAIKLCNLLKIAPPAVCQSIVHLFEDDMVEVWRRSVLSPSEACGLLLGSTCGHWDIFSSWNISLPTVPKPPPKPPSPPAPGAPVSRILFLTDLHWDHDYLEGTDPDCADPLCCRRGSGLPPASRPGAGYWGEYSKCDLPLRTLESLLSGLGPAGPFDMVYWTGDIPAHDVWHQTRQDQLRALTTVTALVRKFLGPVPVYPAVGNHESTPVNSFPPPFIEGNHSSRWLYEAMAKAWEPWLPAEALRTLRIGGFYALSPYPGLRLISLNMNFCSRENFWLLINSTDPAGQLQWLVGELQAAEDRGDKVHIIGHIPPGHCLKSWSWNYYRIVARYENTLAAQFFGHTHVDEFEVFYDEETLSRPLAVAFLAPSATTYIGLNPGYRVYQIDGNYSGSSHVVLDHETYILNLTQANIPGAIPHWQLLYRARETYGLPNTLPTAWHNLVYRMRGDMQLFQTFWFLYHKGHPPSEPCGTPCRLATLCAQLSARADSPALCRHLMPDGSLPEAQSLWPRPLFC
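Human placenta-derived ASM enzyme was preincubated with compound for 10 minutes at room temperature, then given fluorogenic substrate HMU-PC0 (9 uM final) for 60 minutes at 37 °C; a pH 10 stop preceded fluorescence reading at Ex 386/Em 447 nm.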
TSHR antag: antagonists of human thyroid stimulating hormone receptor; P16473; TSHR-expressing cells, TSH-stimulated cAMP HTRF, 2 h; active compounds read low; activity change, negative = inhibition, % at 11.5 µM; hit rate 0.2% among 330,000;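 active = activity change below a set negative limit, meaning inhibition stronger than a set level, cut at about -70% in these data; inconclusive = activity change between two set negative limits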; also: % is scaled to controls: 0 for no effect and ±100 for the full control effect
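TSHR-expressing cells were treated with compounds, then stimulated with TSH at EC80 (4nM final) for 2 hours at 37 deg C. Cellular cAMP was measured by HTRF competition between lysate cAMP and cAMP-d2 for a cryptate-labelled anti-cAMP antibody.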
ELG1 DNA repair: inhibitors of ELG1-dependent DNA repair in HEK293T cells | HEK293T ELG1-luciferase reporter, luminescence, 16 h; DNA damage induced by 5-fluorouridine | Potency, µM (top dose mostly 46.1 µM), without a hit: top-dose activity change, negative = inhibition, usual class: inhibitors | hit rate 2.3% among 330,000 | AID 504467; also: potency is read from the fitted curve at half-maximal effect; % is scaled to controls: 0 for no effect and ±100 for the full control effect; nearly all actives have a fitted effect of over 55% in size
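In this reporter screen, reduction of luminescence relative to DMSO vehicle indicated activity. Compounds and 5-fluorouridine were added together to 2,000 cells per well, incubated for 16 hr at 37 °C, then developed with ONE-Glo.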
Eya2 phos inh: blocks the phosphatase activity of human Eya2; hit rate 0.006% among 330,000; recombinant Eya2, OMFP fluorescence dephosphorylation (OMFP is methylfluorescein phosphate); Potency, µM (titrated, usually from 76.9 µM), without a hit: at the highest dose activity, negative = inhibition, actives largely listed as inhibitors; AID 488837; also: potency is read from the fitted curve at half-maximal effect; % is scaled to controls: 0 for no effect and ±100 for the full control effect
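Eya2 protein (added as 0.2 uM solution) was preincubated with compound for 10 min at ambient temperature in 50 mM HEPES pH 7.5, 50 mM NaCl, 5 uM MgCl2, 0.05% BSA, 1 mM DTT. OMFP (added at 50 uM) then reacted 10 min; fluorescence read at 485/525 nm.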
A-T KAP1 phos: potential ataxia-telangiectasia treatment; Potency, µM (highest dose often 57.5 µM), without a hit: at the highest dose activation, actives largely listed as activators; […] A-T fibroblasts, KAP-1 phosphorylation AlphaLISA; neocarzinostatin DNA damage 30 min before lysis; hit rate 0.19% among 320,000; also: potency is read from the fitted curve at half-maximal effect; % of control where 0% means no effect; nearly all actives have a fitted effect of over 45% in size
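hTERT-immortalized A-T patient fibroblasts ([…]), 500 cells/well in OPTI-MEM, 1% FBS, got compounds for 60 min, then NCS for 30 min at 37C. Lysates were then assayed for phospho-KAP-1 by AlphaLISA (anti-pKAP1 donor, anti-KAP1 acceptor beads), 6 hr at 25C.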
* marks the source's active call; other numbers are inactive results; ? = inconclusive; · = no result given; [ ] = remark or other dose. Unless noted, calls follow the shape of the dose curve; as a rule, active = well fitted curve in the direction sought with a large enough effect; inconclusive = small, poorly fitted or top-dose-only effect, or another doubt; inactive = no such curve, though single readings can be large; an effect the other way counts as inactive or inconclusive. Not a hit list; about 3.2% have a hit in one of these screens.

SMILES	Mito fusion act	Tb PFK block	PTAP TSG101 blk	a7 integrin act	BCR signal inh	TCR activator	S-ASM inh	TSHR antag	ELG1 DNA repair	Eya2 phos inh	A-T KAP1 phos
CC(=O)Nc1ccc(C(=O)CN2C(=O)CSC2=O)cc1	-0.5%	-2.9%	-2.2%	15.9%	?	·	0.9%	-7.4	6.0%	5.0%	5.4%
CC(=O)c1sc2nc(CSc3nnnn3-c3ccccc3)[nH]c(=O)c2c1C	-2.3%	-13.9%	3.7%	20.2%	?	1.5%	22.2%	-11.9	-9.3%	14.6%	-1.0%
Cc1ccc(C)c(N2CCN(C(=O)Cc3c(C(=O)O)[nH]c4ccc(Cl)cc34)CC2)c1	8.6%	3.5%	-3.8%	17.9%	15.6%	-3.4%	-0.8%	-6.9	0.0%	-14.7%	-6.8%
Cc1ccc(OCC(O)Cn2c(NCCc3ccccc3)nc3c2c(=O)[nH]c(=O)n3C)cc1 (stereo not drawn)	0.6%	-2.0%	-1.8%	-8.3%	-2.3%	-1.6%	-0.3%	-7.9	?	9.2%	0.5%
Cc1c(NC(=O)c2cc(-c3cccs3)nc3ccccc23)c(=O)n(-c2ccccc2)n1C	-10.9%	1.1%	1.7%	2.6%	-3.0%	0.8%[46.1 µM]	2.7%	-11.9	2.91µM*	-0.5%	-11.0%
COCCSc1ccccc1C(=O)N1CCOCC1	1.7%	2.1%	-3.4%	0.0%	?	3.6%	3.5%	-10.5	0.2%	-11.1%	3.5%
Cc1ccc(C(=O)CCc2ccc(N)cc2)cc1	5.7%	0.0%	-3.8%	22.3%	?	4.0%	0.0%	-4.8	?	2.9%	4.1%
COC(=O)c1ccc(S(N)(=O)=O)o1	-0.1%	4.8%	-2.0%	-8.1%	0.9%	-1.4%[46.1 µM]	4.2%	6.7	2.9%	-0.3%	9.8%
CCc1ccc(NC(=S)NC2CC3CCCC(C2)N3Cc2cccs2)cc1 (stereo not drawn)	-10.7%	-0.9%	-6.1%	-37.3%	0.5%	5.0%	-0.6%	7.4	-4.8%	?	-6.2%
CCOC(=O)c1c(C)[nH]c(C(=O)COC(=O)CN2C(=O)C3CCCCC3C2=O)c1C (stereo not drawn)	6.2%	0.9%	-4.0%	17.7%	?	4.5%	-3.5%	-9.3	?	5.2%	0.0%
O=C(O)c1cccc(S(=O)(=O)Nc2ccc(O)c(Sc3nc4ccccc4s3)c2)c1	2.6%	0.4%	-1.1%	?	-2.4%	·	8.9%	-2.9	3.1%	0.2%	-3.1%
CCN(CC(=O)NCc1ccc(F)cc1)C(=O)CCNS(=O)(=O)c1cccc(C)c1	6.2%	-2.1%	4.4%	-15.8%	-5.9%	-1.1%	4.6%	7.8	0.0%	-4.8%	27.2%
COc1cccc(-c2cn3nc4c(nc3n2)CCCC4)c1	1.8%	-8.3%	3.9%	1.8%	-18.4%	2.6%	·	-2.1	?	-6.3%	7.8%
CC(=O)c1cnc2nc(C)nn2c1C	-2.7%	-5.0%	-0.8%	14.6%	1.1%	-3.0%	3.0%	-11.2	-0.7%	4.4%	-4.9%
CCOc1ccc(NC(=O)CN2C(=O)/C(=C3\SC(=S)N(C4CCS(=O)(=O)C4)C3=O)c3ccccc32)cc1 (stereo not drawn)	-2.3%	0.6%	-4.1%	13.4%	?	4.6%	1.9%	-2.3	-4.1%	-10.6%	13.6%
CC(=O)c1c(C)[nH]c(C(=O)NCc2ccc(F)cc2)c1C	-4.1%	-2.9%	-1.3%	7.1%	?	-15.5%	-1.7%	-4.3	-20.0%	0.2%	1.1%
CCC(=O)N1CCc2cc(S(=O)(=O)NCCC(=O)NCc3ccc(F)cc3)ccc21	-1.5%	-7.7%	-4.0%	-21.5%	4.1%	-5.4%	3.0%	-6.7	-5.1%	-4.1%	-1.6%
COc1ccccc1N1CCN(CC(O)COCc2cccs2)CC1 (stereo not drawn)	-7.5%	-0.2%	-1.3%	7.5%	-2.6%	5.5%	6.1%	17.0	-4.1%	-6.7%	2.7%
CN(C(=O)c1ccc(NC(=O)C2CC=CCC2C(=O)O)cc1)c1ccccc1 (stereo not drawn)	-0.1%	3.6%	-3.9%	36.1%	?	1.8%	2.0%	0.5	0.6%	-9.2%	5.1%
COc1cc(/C=C2\N=C(c3ccccc3)NNC2=O)cc(OC)c1OC	-5.2%	2.9%	-2.6%	-21.6%	?	-10.7%	-3.2%	3.0	-27.0%	-6.4%	-4.9%
CCn1cc(/C=N\NC(=O)c2ccccc2Cl)cn1	-23.1%	-1.5%	0.2%	19.0%	?	-3.5%[46.1 µM]	2.9%	18.9	-0.1%	2.7%	4.8%
CC(C)OC(=O)CN1C(=O)c2ccccc2C1=O	-2.7%	-1.2%	0.6%	8.5%	-0.5%	-7.4%	6.7%	-5.9	5.7%	-1.7%	2.1%
CC(C(=O)Nc1ccon1)N1C(=O)c2ccccc2S1(=O)=O (stereo not drawn)	-4.2%	-11.2%	-1.5%	-8.0%	-0.8%	0.6%	-1.1%	·	17.3%	0.2%	1.7%
COc1ccc(OC)c(/C=N/Nc2nncn2/N=C/c2cc(OC)ccc2OC)c1	18.0%	-3.5%	-1.3%	-27.2%	?	-1.2%[46.1 µM]	45.4%[activator]	1.2	?	0.3%	1.4%
O=C(Nc1ccc(Br)cc1)C1CCN(C(=O)c2ccc(F)cc2)CC1	18.2%	-11.0%	-0.6%	-4.4%	-2.9%	6.3%[46.1 µM]	-4.6%	-6.8	-14.0%	-1.2%	6.5%
SMILES	Mito fusion act	Tb PFK block	PTAP TSG101 blk	a7 integrin act	BCR signal inh	TCR activator	S-ASM inh	TSHR antag	ELG1 DNA repair	Eya2 phos inh	A-T KAP1 phos
CC1(C)Cc2c(c(N3CCOCC3)nc3sc4c(NCc5ccco5)nnnc4c23)CS1	28.4%	-8.1%	3.3%	-26.2%	?	-3.8%	-1.0%	-16.9	4.11µM*	2.1%	-2.5%
COc1cccc(OCC(O)CNC2CCCC2)c1 (stereo not drawn)	1.1%	0.0%	-2.9%	-0.6%	-0.9%	7.1%	5.4%	11.6	2.3%	-5.7%	4.4%
Cc1ccc(S(=O)(=O)NCC2CCC(C(=O)NCc3ccccn3)CC2)cc1 (stereo not drawn)	-3.3%	0.3%	0.7%	8.7%	-2.5%	-10.1%	2.4%	5.3	-18.5%	3.0%	0.8%
CCCCn1c(-c2cccnc2)n[nH]c1=S	1.5%	-0.8%	-2.3%	29.5%	2.8%	2.9%	5.6%	0.2	6.7%	7.7%	-6.9%
O=C(CN1CCCCC1)Nc1ccccc1-c1ccccc1	-3.4%	0.7%	-16.1%	0.0%	?	1.8%	3.3%	-2.4	9.9%	-8.1%	5.4%
N=c1c(S(=O)(=O)c2ccc(Cl)cc2)cc2c(=O)n3ccccc3nc2n1C1CCCCC1	2.5%	-0.2%	-10.0%	22.3%	?	7.3%	-17.6%	0.8	?	-0.7%	3.2%
O=C(Nc1ccon1)c1ccc(Br)s1	0.1%	-13.7%	-5.2%	-20.3%	7.0%	-0.6%	1.8%	11.6	10.8%	2.3%	-17.8%
CCO[C@@H]1OC(C(=O)N2CCOCC2)=C[C@H](c2cn(C(C)=O)c3ccccc23)[C@H]1CCCO	-2.7%	1.1%	0.2%	-4.6%	?	3.6%	0.8%	1.3	-2.2%	1.4%	8.6%
CNc1cc(N2CCCC2)ccc1[N+](=O)[O-]	5.7%	-2.2%	-1.4%	-33.5%	0.2%	0.2%	-12.4%	0.8	?	-5.7%	6.9%
N#Cc1c2n(c3c(-c4ccccc4)ncnc13)CCC2	-1.9%	-1.9%	-6.6%	-0.2%	-6.9%	2.2%	0.5%	0.6	-12.9%	0.2%	-6.7%
CCN(CC)S(=O)(=O)c1ccc(O)c(NS(=O)(=O)c2ccccc2F)c1	-3.4%	-12.6%	-2.7%	-2.3%	?	1.0%[46.1 µM]	3.0%	6.6	8.4%	5.4%	4.1%
COC(=O)c1ccc(Oc2nc(Nc3ccccc3)nc(N(C)C)n2)cc1	1.2%	-2.1%	-5.0%	-24.9%	4.5%	-1.2%	-29.4%	-3.1	?	7.9%	0.9%
